# Pol beta inh: blocks human DNA polymerase beta activity; Potency, µM (highest dose often 114 µM), inactives show at the top dose activity change, negative = inhibition, usual class: inhibitors; 340,000 tested, 1.3% active; Pol beta primer extension/strand displacement, fluorescence kinetic; P06746; further: on the % scale 0 is the no-effect control and ±100 the full control effect
#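 Homogeneous kinetic assay of primer extension and strand displacement by 10 nM Pol beta, preincubated 15 min at room temperature with compound before 50 nM substrate (final) was added. Read at 0 and 10 min; four-parameter Hill fit.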
# Pol eta inh: inhibitors of human DNA polymerase eta; Q9Y253; recombinant Pol eta, fluorescent DNA replication assay; Potency, µM (doses to about 114 µM), for inactives: top-dose activity change, negative = inhibition, most hits filed as inhibitors; 390,000 tested, 1.2% active; further: on the % scale 0 is the no-effect control and ±100 the full control effect
#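 Pol eta at 10 nM preincubated with compounds 15 min at room temperature; reaction started with fluorescent substrate (50 nM final) and read kinetically at 0 and 10 min.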
# Pol iota inh: blocks human DNA polymerase iota activity; Q9UNA4; Pol iota fluorescent replication assay, 10 min; Potency, µM (highest dose often 115 µM), inactives show top-dose activity, negative = inhibition, most hits filed as inhibitors; 390,000 tested, 1% active; AID 588590
# Target sequence (Q9UNA4 whole entry, looked up): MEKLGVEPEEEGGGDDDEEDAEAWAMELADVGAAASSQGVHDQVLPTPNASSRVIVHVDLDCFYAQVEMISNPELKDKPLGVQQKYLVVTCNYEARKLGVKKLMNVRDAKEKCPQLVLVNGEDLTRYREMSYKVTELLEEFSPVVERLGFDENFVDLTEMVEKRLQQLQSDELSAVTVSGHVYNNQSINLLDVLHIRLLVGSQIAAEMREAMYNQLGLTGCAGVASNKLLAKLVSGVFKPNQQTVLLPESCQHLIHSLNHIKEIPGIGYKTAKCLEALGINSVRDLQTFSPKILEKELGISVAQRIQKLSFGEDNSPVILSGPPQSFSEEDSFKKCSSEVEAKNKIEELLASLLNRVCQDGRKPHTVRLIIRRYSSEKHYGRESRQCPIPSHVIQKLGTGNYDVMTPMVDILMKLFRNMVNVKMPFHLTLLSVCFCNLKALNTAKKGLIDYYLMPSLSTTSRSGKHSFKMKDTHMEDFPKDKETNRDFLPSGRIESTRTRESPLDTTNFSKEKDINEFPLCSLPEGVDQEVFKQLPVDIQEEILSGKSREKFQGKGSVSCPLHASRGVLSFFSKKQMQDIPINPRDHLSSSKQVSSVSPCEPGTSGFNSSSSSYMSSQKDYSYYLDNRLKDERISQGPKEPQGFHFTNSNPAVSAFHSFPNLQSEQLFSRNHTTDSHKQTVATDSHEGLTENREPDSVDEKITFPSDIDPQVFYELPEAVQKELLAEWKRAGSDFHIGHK
#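 Pol iota at 10 nM preincubated 15 min with compounds at room temperature; reaction started with fluorescent substrate, 50 nM final. Fluorescence read kinetically at 0 and 10 min; buffer-only wells as negative control.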
# Pol kappa inh: blocks human DNA polymerase kappa activity; Potency, µM (top dose mostly 107 µM), without a hit: at the highest dose activity, negative = inhibition, usual class: inhibitors; 400,000 tested, 0.53% active; purified Pol kappa, fluorescent DNA synthesis assay, 10 min; Q9UBT6; further: on the % scale 0 is the no-effect control and ±100 the full control effect
#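 Inhibition of 10 nM Pol kappa is measured by a fluorescent read-out at 0 and 10 min following addition of 50 nM substrate (final), with a 15-min room-temperature compound preincubation.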
# BAZ2B inh: blocks human BAZ2B | Q9UIF8 | 360,000 tested, 4.4% active | Potency, µM (doses to about 114 µM), inactives show at the highest dose activity change, negative = inhibition, actives largely listed as inhibitors | AlphaScreen BAZ2B-H3K14Ac peptide displacement | AID 504333; further: on the % scale 0 is the no-effect control and ±100 the full control effect; nearly all actives have a fitted effect of over 60% in size
#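 Compounds, titrated to a top concentration of 110 uM, were incubated 30 min at room temperature with preformed BAZ2B/acetyl-K14 H3 peptide complex (50 nM each). Proximity signal was measured by AlphaScreen after 20 min with beads.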
# G9a inh: inhibitors of human histone lysine methyltransferase G9a. Q96KQ7. G9a H3K9 monomethylation, AlphaScreen, 2 h. Potency, µM (titrated, usually from 102 µM), for inactives: top-dose activity, negative = inhibition, most hits filed as inhibitors. 350,000 tested, 8.8% active. AID 504332; further: on the % scale 0 is the no-effect control and ±100 the full control effect; nearly all actives have a fitted effect of over 75% in size
#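 Quantitative HTS format: methyltransferase activity on a biotin-tagged H3K9 peptide is measured by AlphaScreen, using a rabbit anti-monomethyl-H3K9 antibody with streptavidin donor and anti-IgG acceptor beads. Final levels are 20 nM enzyme, 500 nM peptide, 20 uM SAM; 2 h RT.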
# BLM inh: Bloom syndrome helicase (human) inhibition; recombinant BLM DNA unwinding, fluorescence dequenching; Potency, µM (doses to about 56.1 µM), inactives show top-dose activity change, negative = inhibition, hits mostly inhibitors; 350,000 tested, 0.2% active;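 further: plate controls were vehicle for no effect and no enzyme for full effect; nearly all actives have a fitted effect of over 35% in size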
# JMJD2A Tudor: JMJD2A Tudor domain (human) inhibition; AlphaScreen JMJD2A-Tudor / H3K4me3 peptide binding; Potency, µM (doses to about 114 µM), for inactives: at the top dose activity change, negative = inhibition, most hits filed as inhibitors; AID 504339; 390,000 tested, 4.4% active; further: on the % scale 0 is the no-effect control and ±100 the full control effect; nearly all actives have a fitted effect of over 50% in size
# APEX1 inh: inhibitors of human APE1 endonuclease; P27695; recombinant APE1, TAMRA/BHQ-2 abasic DNA cleavage fluorescence; Potency, µM (series often up to 65.8 µM), for the others: at the top dose activity change, negative = inhibition, hits mostly inhibitors; 350,000 tested, 0.35% active; AID 2517;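 further: plate controls were vehicle for no effect and reference inhibitor for full effect; nearly all actives have a fitted effect of over 55% in size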
# Target sequence (P27695 whole entry, looked up): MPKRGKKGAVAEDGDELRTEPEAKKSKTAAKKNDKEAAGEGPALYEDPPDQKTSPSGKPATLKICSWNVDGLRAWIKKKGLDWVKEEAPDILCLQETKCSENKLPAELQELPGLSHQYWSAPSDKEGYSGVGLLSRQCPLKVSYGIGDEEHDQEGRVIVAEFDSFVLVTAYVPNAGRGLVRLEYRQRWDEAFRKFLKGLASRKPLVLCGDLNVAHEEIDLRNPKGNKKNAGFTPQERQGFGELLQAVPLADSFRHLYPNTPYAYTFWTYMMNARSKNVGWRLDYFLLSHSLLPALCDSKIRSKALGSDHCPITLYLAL
#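 Readout is kinetic fluorescence (ex 525, em 598 nm) from cleavage of 50 nM TAMRA/BHQ-2 THF abasic duplex by 0.75 nM APE1, compound added 15 min beforehand at RT.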
# An asterisk follows results filed as active; ? = inconclusive; nt = not tested or not shown; [ ] = dose if it differs, or a comment. The call rests on the fitted dose curve; in most records, active means well fitted curve in the direction sought with a large enough effect; inconclusive means small, poorly fitted or top-dose-only effect, or another doubt; inactive means no such curve, though single readings can be large; an effect the other way counts as inactive or inconclusive. Potency means the concentration at half of the fitted maximal effect. These rows are one share of the data (hit frequency here may not be typical).
JMJD2A Tudor,Pol iota inh,G9a inh,Pol beta inh,APEX1 inh,Pol kappa inh,BLM inh,Pol eta inh,BAZ2B inh,molecule
7.9µM*,2%,-40%[0.501 µM],1%,1%,-10%,-7%,-3%,22µM*,Cc1ccc(NC(=O)c2ccc(Cl)c(N3C(=O)C=CC3=O)c2)cc1
7%,9%,49%,7%,-3%,-8%,-5%,4%,9%,CC(=O)c1cccc(NC(=O)c2c(F)c(F)c(F)c(F)c2F)c1
79µM*,25µM*,?,-8%,2%,-10%,-4%,-16%,-22%,C/C=C\C=C/C(=O)Nc1cccc(C2=NOC3(C2)C[C@H](C(N)=O)N(C(=O)Cc2ccc([N+](=O)[O-])cc2)C3)c1 (some centres not stated)
-2%,32%[activator],15%,7%,25%,8%,-7%,-6%,2%,Cc1c(OCC(=O)NCCCN2CCOCC2)ccc2c3c(c(=O)oc12)CCCC3
-11%,23%,-5%,nt,10%,-15%,nt,-3%,-6%,CCCCn1c(N)c(N(CC(C)C)C(=O)COc2cc(C)ccc2Cl)c(=O)[nH]c1=O
-8%,33%[activator],-15%,1%,-15%,4%,-1%,-17%,3%,CCCOc1ccc(/C=C/C(=O)NC2CCCCC2)cc1
?,?,-37%[59 µM],22µM*,nt,?,-12%,?,?,O=C(Cn1ncc2c3ccccc3n(Cc3cccc(Cl)c3)c2c1=O)Nc1ccc(F)cc1F
-28%,?,nt,nt,nt,-5%,nt,-5%,nt,S=C(NN=Cc1ccc2c(c1)OCO2)NN=Cc1ccc2c(c1)OCO2
-17%,9%,6%[59 µM],49%,nt,-9%,0%,-12%,-11%,CCCCn1c(=O)c2oc3ccccc3c2n(CC(=O)Nc2cccc(Cl)c2C)c1=O
-9%,-8%,nt,?,-13%,0%,2%,4%,-4%,CCC1CCCCN1C(=O)c1ccc(OC)c(OC2CCN(C(C)C)CC2)c1 (configuration not stated)
-26%,24%,?,5%,17%,-14%,-3%,-15%,-30%,O=C(CSCc1c(F)cccc1Cl)NNC(=S)NC1CCCCC1
-24%,242%[activator],56µM*,22%,-9%,-13%,3%,-16%,-31%,O=C(CNS(=O)(=O)c1c(Cl)cccc1Cl)OCC(=O)N1CCN(c2ccccc2)CC1
-19%,23%,?,nt,-2%,4%,nt,-11%,-8%,COc1cccc(N2CC(NS(=O)(=O)c3cccnc3)CC2=O)c1 (configuration not stated)
?,26%,?,-22%,2%,-27%,-6%,-19%,?,Cc1cccc(-c2cc3nc(C)c(C)c(NCCCn4ccnc4)n3n2)c1
5%,6%,-19%[12.7 µM],-16%,-3%,-12%,-1%,-18%,4%,O=C(N1CCOCC1)N1CCCN(C(=O)N2CCOCC2)CC1
-13%,2%,?,-26%,-1%,0%,-1%,-9%,-7%,O=C(CNC(=O)/C(=C/c1ccccc1)NC(=O)c1ccc(Br)cc1)OCc1ccccc1
1%,1%,?,2%,-2%,3%,-1%,-4%,7%,CCS(=O)(=O)N1CCN(c2ccccc2F)CC1
7%,-1%,-40%,-7%,1%,-2%,1%,-3%,-2%,COC(=O)CC(N)c1ccc(Br)cc1 (configuration not stated)
8%,8%,?,1%,2%,-1%,-1%,3%,-16%,O=C(O)CCCC(=O)N1CC(=O)Nc2ccccc21
-19%,-17%,-50%,13%,9%,-4%,3%,0%,-9%,Cc1ccccc1S(=O)(=O)Cc1ccc(C(=O)NCCCN2CCCC2)o1
-6%,3%,1%,5%,-6%,6%,-3%,-7%,-28%,COc1ccc(-n2c(CNc3ccc(C)cc3)nnc2SCC(=O)Nc2nc(-c3ccccc3)cs2)cc1
-6%,23%,21%[59 µM],28%,-8%,-13%,-1%,-16%,1%,S=C(NCCN1CCOCC1)Nc1cccc2ccccc12
0%,106%[activator],14%,20%[57.1 µM],-5%,-9%,-1%,-5%,2%,Cc1ccc(SCc2ccc(C(=O)Nc3ccccc3C(=O)NC(C)C)cc2)cc1
5%[11.4 µM],65%[activator],-34%,17%,6%,-1%,-5%,-3%,-10%,Cc1cc(C)cc(NC(=O)N2CCN(S(C)(=O)=O)CC2)c1
-4%,29%,4%[59 µM],0%,-4%,-6%,-11%,3%,-3%,Cn1nc(C(F)(F)F)c(CO)c1Sc1ccc(F)cc1
10%[11.4 µM],-11%,-17%[59 µM],-22%,2%,1%,-8%,?,-1%,CC1CCCC(C)N1C(=O)c1cccc2c1-c1ccccc1/C2=N/O (configuration not stated)
-11%,-10%,25%,3%,1%,5%,1%,1%,1%,O=C(NC1CC1)C(=O)c1c(-c2ccccc2)[nH]c2ccccc12
-26%,6%,-24%,0%,3%,-13%,1%,-19%,-11%,CCCc1nc2oc3c(=O)[nH]cnc3c2c2c1COC(C)(C)C2
15%,?,11%[2.33 µM],13%,35%,4%,-4%,-12%,9%,Cc1ccc(CNc2ncnc3cc(Cl)ccc23)cc1
-2%,95%[activator],nt,nt,8%,-5%,nt,-6%,nt,CC1CCCC(C)N1C(=O)CN1c2cccc3cccc(c23)S1(=O)=O (configuration not stated)
-10%,-4%,nt,nt,nt,-20%,nt,-20%,nt,Cc1c(C(=O)OCC(O)=C(C#N)c2nc3ccccc3[nH]2)oc2ccc(Br)cc12
-24%,5%,?,21%,-1%,-7%,4%,-2%,-16%,CC(C)N1CCN(Cc2ccc(-c3ccccc3Cl)o2)CC1CCO (configuration not stated)
-5%,14%,24%[12.7 µM],44%,2%,-6%,0%,-20%,-8%,O=C(CN1CCN(S(=O)(=O)c2ccccc2)CC1)NC(=O)NCc1ccccc1
-10%,6%,7%,nt,3%,-11%,nt,-12%,5%,Cn1c(=NC(=O)CS(=O)(=O)c2ccccc2)sc2ccccc21
4%,3%,89%[activator],nt,9%,-11%,nt,-5%,10%,CCN(C(=O)C1=COCCO1)c1nc2c(C)cccc2s1
-23%,-13%,4%[59 µM],14%,4%,4%,3%,-3%,-30%,COC(=O)N/N=C/c1cc([N+](=O)[O-])cc(Br)c1O

# As a short view, some entries already given.
JMJD2A Tudor,Pol iota inh,G9a inh,Pol beta inh,APEX1 inh,Pol kappa inh,BLM inh,Pol eta inh,BAZ2B inh,molecule
-4%,29%,4%[59 µM],0%,-4%,-6%,-11%,3%,-3%,Cn1nc(C(F)(F)F)c(CO)c1Sc1ccc(F)cc1
10%[11.4 µM],-11%,-17%[59 µM],-22%,2%,1%,-8%,?,-1%,CC1CCCC(C)N1C(=O)c1cccc2c1-c1ccccc1/C2=N/O (configuration not stated)

# Compound profiles, from the list above. Values in the order: JMJD2A Tudor	Pol iota inh	G9a inh	Pol beta inh	APEX1 inh	Pol kappa inh	BLM inh	Pol eta inh	BAZ2B inh
# Entry for Cc1ccc(CNc2ncnc3cc(Cl)ccc23)cc1 → 15%	?	11%[2.33 µM]	13%	35%	4%	-4%	-12%	9%
# Entry for CC1CCCC(C)N1C(=O)c1cccc2c1-c1ccccc1/C2=N/O (configuration not stated) → 10%[11.4 µM]	-11%	-17%[59 µM]	-22%	2%	1%	-8%	?	-1%
# Entry for CC(C)N1CCN(Cc2ccc(-c3ccccc3Cl)o2)CC1CCO (configuration not stated) → -24%	5%	?	21%	-1%	-7%	4%	-2%	-16%

# Exported bar-delimited: part of the list above
canonical_smiles | JMJD2A Tudor | Pol iota inh | G9a inh | Pol beta inh | APEX1 inh | Pol kappa inh | BLM inh | Pol eta inh | BAZ2B inh
CC1CCCC(C)N1C(=O)c1cccc2c1-c1ccccc1/C2=N/O (configuration not stated) | 10%[11.4 µM] | -11% | -17%[59 µM] | -22% | 2% | 1% | -8% | ? | -1%
CCCc1nc2oc3c(=O)[nH]cnc3c2c2c1COC(C)(C)C2 | -26% | 6% | -24% | 0% | 3% | -13% | 1% | -19% | -11%
Cc1ccc(CNc2ncnc3cc(Cl)ccc23)cc1 | 15% | ? | 11%[2.33 µM] | 13% | 35% | 4% | -4% | -12% | 9%

# Other structures follow:
JMJD2A Tudor,Pol iota inh,G9a inh,Pol beta inh,APEX1 inh,Pol kappa inh,BLM inh,Pol eta inh,BAZ2B inh,molecule
?,?,nt,nt,-2%,-26%,-2%,nt,nt,COC(=O)CCc1ccccc1S(=O)(=O)N(CCC(=O)OC)Cc1ccccc1
-2%,3%,10%[59 µM],2%,2%,-18%,0%,7%,9%,CC1CCN(C(=O)CNC(=O)c2ccc(Cl)cc2Cl)CC1
2%,10%,?,0%,nt,4%,1%,-7%,6%,CCC(C)NC(=O)CCSc1nc(-c2ccc3c(c2)OCO3)cc(C(F)(F)F)n1 (configuration not stated)
-15%,7%,14%[2.33 µM],-2%,2%,-9%,-2%,-4%,-33%,O=C1C(=O)N(c2ccccc2)c2ccccc21
9%,-2%,4%[12.7 µM],17%,-8%,-1%,-3%,-14%,9%,COc1cccc(NC(=O)CSc2nc(C)cs2)c1
-9%,-15%,nt,nt,20%,5%,nt,-14%,nt,O=C(C[C@H]1C/C=C\C[C@@H](Cc2ccc(F)cc2)C(=O)OC[C@H]2CCCN2C1=O)NCCO
2%,15%,22%,0%,3%,?,-1%,-21%,20%,CCOC(=O)c1cccc(NS(=O)(=O)Cc2ccccc2)c1
-6%,-23%,1%,39%,-6%,3%,1%,-24%,7%,COc1ccc(C(=O)NC2CCN(CC(=O)N3CCCCC3)CC2)cc1
-16%,4%,11%[59 µM],40%[activator],7%,1%,-1%,6%,-4%,CC(=O)N1c2ccc(S(=O)(=O)NCCC(=O)N3CCC(C)CC3)cc2CC1C (configuration not stated)
3%,-3%,4%[59 µM],0%,nt,-9%,-3%,7%,3%,COc1cc(OC)c(NC(=O)Nc2c(C)n(C)n(-c3ccccc3)c2=O)cc1Cl
-1%,1%,14%[12.7 µM],3%,-7%,-5%,0%,-7%,6%,Cc1ccc(Nc2nc3c([nH]2)c(=O)[nH]c(=O)n3C)cc1

# BAZ2B inh, hit marks shown above.
JMJD2A Tudor,Pol iota inh,G9a inh,Pol beta inh,APEX1 inh,Pol kappa inh,BLM inh,Pol eta inh,BAZ2B inh,molecule
7.9µM*,2%,-40%[0.501 µM],1%,1%,-10%,-7%,-3%,22µM*,Cc1ccc(NC(=O)c2ccc(Cl)c(N3C(=O)C=CC3=O)c2)cc1
